ADAM10 inh: human ADAM10 inhibitors, primary screen, biochemical, QFRET, HTS | Disintegrin and metalloproteinase domain-containing protein 10 (Homo sapiens), O14672 | AID 720582, 2013 | inhibition, % at 7 µM | actives 0.62% (n = 370,000) | recombinant ADAM10, EDANS/DABCYL FRET peptide cleavage, 3 h;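 active = inhibition above a per-campaign cutoff equal to the mean of compounds falling between control-based bounds plus 3 SD, cut at about 20% in these data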;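 note: 0% = DMSO wells while the 100% control is not disclosed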
ADAM17 inh: ADAM17 inhibitors, primary screen, biochemical, QFRET; Disintegrin and metalloproteinase domain-containing protein 17 (Homo sapiens), P78536; recombinant ADAM17, EDANS/DABCYL FRET peptide cleavage; inhibition, % at 6.95 µM; actives 0.83% (n = 370,000); AID 720648, 2013;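 active = inhibition above the mean of compounds lying between control limits plus 3 SD, set per campaign, cut at about 8.5% in these data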;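 note: 0% = DMSO-only wells as the low control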
Tn7 DDE FP: inhibitors of Tn7 peptide binding to fibrin DD(E), primary screen, biochemical, fluorescence polarization, human fibrin, Tn7 probe. Fibrinogen beta chain (Homo sapiens), P02675. FP displacement of FITC-Tn7 peptide from fibrin DD(E); 0% = median of compound wells per plate. inhibition, % at 8.3 µM. actives 0.13% (n = 370,000). AID 720508, 2013;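 active = inhibition above the mean of compounds falling within the control limits plus 3 SD of them, cut at about 14% in these data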;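 note: 0% = plate median of compound wells and 100% = 10 µM Aha-Tn7 peptide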
Target sequence (P02675 whole entry, looked up): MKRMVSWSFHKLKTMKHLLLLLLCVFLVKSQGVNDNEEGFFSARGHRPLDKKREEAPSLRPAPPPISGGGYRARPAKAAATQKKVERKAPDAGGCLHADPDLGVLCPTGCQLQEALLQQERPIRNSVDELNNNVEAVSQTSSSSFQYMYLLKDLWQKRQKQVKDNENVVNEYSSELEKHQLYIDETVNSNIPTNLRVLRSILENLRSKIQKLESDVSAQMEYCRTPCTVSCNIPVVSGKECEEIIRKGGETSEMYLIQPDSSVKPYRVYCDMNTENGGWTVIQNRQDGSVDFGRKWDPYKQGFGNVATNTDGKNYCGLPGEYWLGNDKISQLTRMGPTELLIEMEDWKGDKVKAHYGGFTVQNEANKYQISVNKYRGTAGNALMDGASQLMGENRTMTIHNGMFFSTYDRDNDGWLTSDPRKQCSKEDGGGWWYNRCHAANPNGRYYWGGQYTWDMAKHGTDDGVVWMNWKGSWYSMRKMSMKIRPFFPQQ
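Assay system: Fibrin-DD(E) protein isolated from polymerized human fibrin clots; read-out basis: percent inhibition; medium: Tris/NaCl/CaCl2 buffer, pH 7.8; signal: FP measurement; incubation: 10 min plus 3 h, room temperature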
Tn6 DDE FP: inhibitors of Tn6 peptide binding to fibrin DD(E), primary screen, biochemical, fluorescence polarization, human fibrin, Tn6 probe. Fibrin DD(E) TRITC-Tn6 fluorescence polarization displacement. actives 0.21% (n = 370,000). AID 720509, 2013. inhibition, % at 8.3 µM. Fibrinogen beta chain (Homo sapiens), P02675;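 active = inhibition above a per-campaign cutoff: mean of compounds within control limits plus 3 SD, cut at about 15% in these data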;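 note: 0% = median of all compound wells on the plate and 100% = blocking peptide control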
PLCg1 inh: PLC-gamma1 enzyme inhibitors, primary screen, biochemical, fluorescence, purified enzyme; 1-phosphatidylinositol 4,5-bisphosphate phosphodiesterase gamma-1 (Homo sapiens), P19174; fluorogenic substrate; inhibition, % at 12.2 µM; actives 0.84% (n = 370,000); AID 720700, 2013; in the data active = inhibition above about 9.5%
ASAP1 GAP inh: inhibitors of human ASAP1 ArfGAP activity, primary screen, biochemical, fluorescence polarization | Arf-GAP with SH3 domain, ANK repeat and PH domain-containing protein 1 (Homo sapiens), … | ASAP1-stimulated ARF1 GTP hydrolysis, GDP FP detection | inhibition, % at 16.5 µM | actives 0.19% (n = 360,000); in the data active = inhibition above about 25%;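 note: 0% = vehicle with enzyme and substrate and 100% = no enzyme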
ARFGAP1 inh: inhibitors of rat ARFGAP1 GAP activity, primary screen, biochemical, fluorescence polarization, GDP tracer | ADP-ribosylation factor GTPase-activating protein 1 (Rattus norvegicus), Q62848 | Arfgap1-stimulated ARF1 GTP hydrolysis, GDP FP detection | inhibition, % at 16.5 µM | actives 0.26% (n = 360,000);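 active = inhibition above a per-plate limit, mean inhibition of low control wells plus 3 SD, cut at about 25% in these data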;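 note: 0% = DMSO wells with enzyme and 100% = wells lacking Arfgap1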
Target sequence (Q62848 1-136 limits assumed): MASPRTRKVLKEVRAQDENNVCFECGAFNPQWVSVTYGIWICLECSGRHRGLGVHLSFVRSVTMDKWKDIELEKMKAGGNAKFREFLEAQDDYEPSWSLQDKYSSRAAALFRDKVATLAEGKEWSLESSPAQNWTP
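Repeats: one replicate per compound; assay system: rat Arfgap1 catalytic domain, aa 1-136; times: enzyme reaction 120 min at 25 °C after 20 min preincubation; detection: FP of antibody-bound GDP Alexa 633 tracer, ex 620/em 688 nm; benchmarks: high control wells lacking Arfgap1, low control full reaction with DMSO; reagent: human ARF1(Δ1-17)-GTP substrate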
PLCb3 inh: human PLC-beta3 inhibitors, primary screen, biochemical, fluorescence; Purified PLC-beta3, fluorogenic substrate; actives 0.18% (n = 370,000); AID 720704, 2013; inhibition, % at 12.2 µM; in the data active = inhibition above about 11%;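 note: 0% = median of compound wells on plate and 100% = full blocker control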
TDP2 absorb: human TDP2 enzyme inhibitors, primary screen, biochemical, epi absorbance, recombinant enzyme; Tyrosyl-DNA phosphodiesterase 2 (Homo sapiens), O95551; T5PNP hydrolysis, p-nitrophenol absorbance 415 nm; inhibition, % at 12.8 µM; actives 0.34% (n = 370,000);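 active = inhibition above the mean of all tested compounds plus 3 SD, set per campaign, cut at about 25% in these data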;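 note: 0% = DMSO with enzyme and 100% = buffer with substrate but no TDP2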
Target sequence (O95551 whole entry, looked up): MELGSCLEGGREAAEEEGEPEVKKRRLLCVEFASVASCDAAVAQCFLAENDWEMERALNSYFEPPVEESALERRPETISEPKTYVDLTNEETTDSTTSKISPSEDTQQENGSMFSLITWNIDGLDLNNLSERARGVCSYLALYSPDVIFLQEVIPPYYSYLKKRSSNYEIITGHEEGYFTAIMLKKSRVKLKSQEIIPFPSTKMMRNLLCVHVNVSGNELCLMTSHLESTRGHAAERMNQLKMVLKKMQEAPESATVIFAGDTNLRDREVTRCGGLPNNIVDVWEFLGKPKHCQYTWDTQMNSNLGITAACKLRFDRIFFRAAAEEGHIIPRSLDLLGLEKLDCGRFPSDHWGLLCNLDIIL
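Read-out basis: percent inhibition. System: recombinant human TDP2. Buffer or medium: Mg2+-containing Tris-HCl buffer, pH 7.5. Repeats: single replicate. Timing: reaction 2 h, 37 °C. Benchmarks: high control without enzyme, low control DMSO plus TDP2. Probe or stimulus: 5 mM T5PNP. Doses: 12.8 µM only. Measured by: epi absorbance of p-nitrophenol freed from T5PNP by hydrolysis.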
SIAE primary: human SIAE inhibitors, primary screen, biochemical, fluorescence polarization, FP-Rh probe, 1536-well HTS | actives 0.69% (n = 370,000) | Sialate O-acetylesterase (Homo sapiens), Q9HAT2 | SIAE FP-Rh probe binding | inhibition, % at 9.66 µM | AID 1053197, 2014;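 active = inhibition above a cutoff: mean of compounds within the control limits plus 3 SD of those, cut at about 17% in these data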;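 note: 0% = plate median of compound wells and 100% = probe without SIAE protein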
* = called active by the depositor; i = inactive; · = not tested or not shown.

item	structure	ADAM10 inh	ADAM17 inh	Tn7 DDE FP	Tn6 DDE FP	PLCg1 inh	ASAP1 GAP inh	ARFGAP1 inh	PLCb3 inh	TDP2 absorb	SIAE primary
1	CS(=O)(=O)N(Cc1cc2ccccc2[nH]c1=O)C1CCCCC1	-8	-7	0	-5	0	2	17	3	5	-4
2	Cc1nn(CC(=O)N(C)Cc2ccccc2)c(=O)c2cccn12	-2	-1	-3	3	4	19	7	-7	3	2
3	Cc1nc(N2CCN(c3ccccn3)CC2)c2c(C)c(C(=O)Nc3ccc(F)cc3Cl)sc2n1	-9	-4	6	-1	-4	3	2	-10	9	-5
4	COCCCNC(=O)c1cc2c(-c3ccc(Cl)cc3)nn(C)c2s1	-220	-49	-4	-6	-34	8	8	-45	5	-5
5	CC(C)(C)C(C(=O)NCc1ccccc1)N1CCN(C(=O)C2CCCO2)CC1 (stereo not given)	3	-2	-2	7	-1	-9	2	2	3	-3
6	CCC1=C(OC(=O)N(CC)CC)N2C(=O)OC(=NCC3CC3)[C@]2(C)[C@H]2C1=CC[C@H]1C(=O)N(CC)C(=O)[C@H]12	0	4	0	5	-3	0	-1	4	-14	-8
7	COc1ccc(C(=O)N2CCC(n3nccc3NC(=O)C3CC3)CC2)c(OC)c1OC	4	-2	4	-12	0	-15	10	-4	-16	0
8	COc1cccc(OCc2nnc(SCC(=O)OC3CCCCC3)n2C)c1	-11	-2	1	-3	0	2	-1	-1	-7	0
9	COc1ccccc1NC(=O)c1sc2nc(C)cc(C)c2c1N	-16	-6	-2	-5	-68	-16	-2	-94	-9	5
10	O=C(CC12CC3CC(CC(C3)C1)C2)Nc1ccc2c(c1)COC2=O	-6	1	-2	-7	4	7	-11	1	2	3
11	Cc1ccccc1CN1CCN(C(=O)[C@H]2O[C@@H](n3cnc(C(N)=O)n3)[C@H](O)[C@@H]2O)CC1	-12	-4	-4	3	1	-5	4	5	-2	19*
12	CCCc1cc2c(=O)c(-c3ccc4c(c3)OCCO4)coc2cc1OS(C)(=O)=O	2	-2	-10	3	1	3	5	-2	-1	-17
13	Cc1ccc(C)c(NC(=O)c2cc3c([nH]c4ccccc43)c(C)n2)c1	-3	-2	-4	-2	0	-13	2	-3	-1	-1
14	O=C(NCc1ccco1)C1CCN(C(=O)c2cc3sccc3n2Cc2ccc(F)cc2)CC1	6	2	-3	-8	3	-4	-3	4	7	5
15	CC(C)CCNC(=O)CCSCCC(=O)NCCC(C)C	-5	-2	3	4	0	2	-11	0	4	3
16	O=C(CN1C(=O)NC2(CCc3ccccc3C2)C1=O)NCc1ccco1 (stereo not given)	0	-2	5	5	0	-2	-2	3	3	-3
17	O=C(COC(=O)c1ccc(F)cc1F)Nc1cccc(S(=O)(=O)N2CCOCC2)c1	0	-2	0	-4	6	-9	9	-3	4	1
18	CCOc1ccccc1/C=N/NC(=O)C[n+]1ccccc1	-15	-6	-1	-12	1	2	7	-6	8	1
19	COCCNC(=O)C1(S(=O)(=O)c2ccccc2)CC=CC1	9	0	-1	-2	4	-14	-3	6	-13	-8
20	CCCCNC(=O)c1ccc(NC(=O)CC2SC(N3CCCC3)=NC2=O)cc1 (stereo not given)	-2	0	-3	-5	2	5	-3	0	10	-1
21	Cc1ccc(N2CC(C(=O)Nc3ccc(C)c(S(=O)(=O)N(C)C)c3)CC2=O)cc1 (stereo not given)	11	-2	-3	0	0	12	-2	5	9	-1
22	CCCCCOc1ccc(/C=C/c2c([N+](=O)[O-])c(=O)n(C)c(=O)n2C)cc1	1	-2	-4	4	1	-9	4	-6	8	5
23	COC(CNC(=O)c1c[nH]c2ccc(S(=O)(=O)N(C)c3ccc(F)cc3)cc2c1=O)OC	-35	-22	-3	9	2	2	4	-4	-15	2
24	O=C(CNC1CCCCCC1)c1cccs1	-3	-5	0	0	-1	-3	-17	-2	2	-9
25	CCC(=O)OCCNc1cc(Sc2nc3ccccc3s2)c2nonc2c1[N+](=O)[O-]	9	2	-3	4	-3	16	5	-4	13	4
26	CCC(C)Nc1nc2c(c(=O)[nH]c(=O)n2C)n1CCCc1ccccc1 (stereo not given)	2	1	-6	-1	10*	-5	-2	-4	-17	5
27	CC(C)=CC(=O)Nc1ccc(S(=O)(=O)Nc2ccccn2)cc1	-4	3	-3	-1	0	-5	-1	-1	-13	-1
28	COC(=O)c1ccc(N=Cc2c(-c3ccccc3)[nH][nH]c2=O)cc1	-4	0	0	-9	1	12	3	-2	-3	-6
29	Cc1cc(N2CCOCC2)n2ncc(-c3ccccc3)c2n1	-4	-6	6	5	-72	6	-6	-102	7	-3
30	Cc1cc(C)n(-c2nc3c(c(=O)[nH]c(=O)n3C)n2C)n1	-8	-2	-1	3	-1	2	16	2	1	4
31	CCC(=O)OC1(C)C(=O)C=C2C=C(C3CC3)OC=C2C1=O (stereo not given)	-22	-5	3	5	-50	-14	11	-74	-11	9
32	CN1C(=O)OC(C)(CCc2ccccc2)C1(C)O (stereo not given)	15	1	3	-11	4	14	-2	3	-4	-4
33	COc1cccc(C(=O)/C=C/Nc2ccc(S(=O)(=O)Nc3cc(OC)nc(OC)n3)cc2)c1	-10	0	-5	0	-44	-3	-7	-67	15	-7
34	COc1cc2c(cc1OC)C(C)N(C(=O)c1ccc(C)o1)CC2 (stereo not given)	-11	-3	4	3	-1	-12	-1	0	11	0
35	COc1ccc(C2Nc3ccccc3C(=O)N2NS(=O)(=O)c2ccccc2)c(OC)c1 (stereo not given)	-218	-91	5	10	-184	0	7	-262	-11	1
36	CCOc1ccccc1NC(=O)NC1CC2CCCC(C1)N2Cc1nnnn1CCc1ccccc1 (stereo not given)	11	5	3	2	0	16	-8	1	7	3
37	CC(C)C[C@H]1COc2cc(NCCCN3CCOCC3)ccc2S(=O)(=O)N1	-9	-1	-5	-12	0	17	1	-3	4	7
38	Cn1c(=O)c2cc(NC(=O)Nc3cccnc3)ccc2n1Cc1ccc(Cl)cc1	i	-427	-4	11	-265	-7	-8	-386	2	1
39	Cc1nn(-c2ccccc2)nc1C(=O)NN	-7	0	5	-6	-9	12	12	-16	-5	-7
40	O=C(CN1CCN(C(c2ccccc2)c2ccccc2)CC1)Nc1ccc(N2CCOCC2)cc1	-7	-1	-4	-4	0	-3	1	-3	2	4
41	CCC(=O)N1c2ccc(S(=O)(=O)N3CCN(c4ccc([N+](=O)[O-])cc4)CC3)cc2CC1C (stereo not given)	-1	-6	1	-2	2	7	3	-9	-8	1
42	Cc1cc(C)nc(N/C(=N/S(=O)(=O)Cc2ccccc2)Nc2ccccc2)n1	3	0	1	-6	2	-14	5	3	-5	1
43	CCN(CC)S(=O)(=O)c1ccc(Cl)c(C(=O)Oc2cccc(-c3cnc4ccccc4n3)c2)c1	-8	-4	-3	2	1	6	-8	0	11	-7
44	COc1cc(C(=O)NC2CCCCN(C(C)C)C2=O)cc(OC)c1OC (stereo not given)	-2	0	10	0	0	·	·	-1	0	-9
45	CCC1=NNC(=O)C(CC(=O)Nc2ccccc2)c2cc(OC)c(OC)cc21 (stereo not given)	-3	1	0	3	-1	-20	-7	2	3	-2
46	Cc1ccc(S(=O)(=O)Nc2c(C)n(C)n(-c3ccccc3)c2=O)cc1C(=O)OC(C)C(=O)N(C)c1ccccc1 (stereo not given)	1	-1	-1	4	1	-4	-1	-5	-4	21*
47	O=c1oc(-c2cccnc2)nc2ccccc12	5	-3	7	4	-1	-5	3	-2	1	0
48	COc1ccc(/C=C2\SC(=O)N(CCCC(=O)Nc3cc(Cl)ccc3C(=O)O)C2=O)cc1	-3	-5	6	2	4	-6	-21	-8	11	-4
49	O=C(COc1ccccc1[N+](=O)[O-])Nc1ccc(NC(=O)c2cc3ccccc3o2)cc1	5	-1	-6	3	1	1	6	-6	5	-42

Full records, quoted from the list. Screens in order: ADAM10 inh	ADAM17 inh	Tn7 DDE FP	Tn6 DDE FP	PLCg1 inh	ASAP1 GAP inh	ARFGAP1 inh	PLCb3 inh	TDP2 absorb	SIAE primary
Profile of COc1cccc(C(=O)/C=C/Nc2ccc(S(=O)(=O)Nc3cc(OC)nc(OC)n3)cc2)c1 = -10	0	-5	0	-44	-3	-7	-67	15	-7
Profile of O=C(COc1ccccc1[N+](=O)[O-])Nc1ccc(NC(=O)c2cc3ccccc3o2)cc1 = 5	-1	-6	3	1	1	6	-6	5	-42
